LGR2 inh = inhibitors of bursicon-induced LGR2 CRE-luciferase signal, primary screen, cell-based, HEK293, CRE-luciferase reporter, bursicon stimulation. Drosophila bursicon receptor LGR2 (rickets). inhibition, % at 9.99 µM. bursicon-stimulated, 4 h. hit rate 0.35% among 380,000. AID 720647, 2013;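 active = drop in luminescence signal, shown as inhibition above about 50% in the replicate tests, limit read from the data, passing the limit was not always enough; inconclusive = probably only some replicates passing the limit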;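 note: agonist challenge used bursicon conditioned medium at about half maximal strength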
SIRT5 block = SIRT5 desuccinylase inhibitors, primary screen, biochemical, fluorescence imaging, single point, set 5; NAD-dependent protein deacylase sirtuin-5, mitochondrial (Homo sapiens), Q9NXA8; Purified SirT5, succinyl-peptide AMC, trypsin-coupled fluorescence; inhibition, % at 15 µM; hit rate 1.1% among 330,000; AID 652115, 2013; in the data active = inhibition above about 15%; inconclusive = no clear call, values can overlap the other calls
Target sequence (Q9NXA8 whole entry, looked up): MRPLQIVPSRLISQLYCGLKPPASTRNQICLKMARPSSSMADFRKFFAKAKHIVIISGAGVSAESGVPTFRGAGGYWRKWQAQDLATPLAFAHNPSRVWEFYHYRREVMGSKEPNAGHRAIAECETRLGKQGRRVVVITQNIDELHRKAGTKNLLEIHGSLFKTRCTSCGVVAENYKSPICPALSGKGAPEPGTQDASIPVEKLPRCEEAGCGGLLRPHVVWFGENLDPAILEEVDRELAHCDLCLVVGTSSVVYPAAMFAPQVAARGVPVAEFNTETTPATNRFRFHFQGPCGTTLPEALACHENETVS
CASP6 VEID inh = human caspase-6 inhibitors, primary screen, biochemical, VEID-R110 fluorescence, single point, set 2. purified caspase-6, Z-VEID-R110 cleavage fluorescence. inhibition, % at 12.5 µM. hit rate 0.53% among 350,000;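 active = mean inhibition across replicates at least about 35%, with every replicate also reaching that limit, limit read from the data; inconclusive = only one of the two criteria met; inactive = neither criterion met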;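 note: 0% = median of neutral control wells and 100% = no fluorescence left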
Target sequence (P55212 24-179 limits assumed): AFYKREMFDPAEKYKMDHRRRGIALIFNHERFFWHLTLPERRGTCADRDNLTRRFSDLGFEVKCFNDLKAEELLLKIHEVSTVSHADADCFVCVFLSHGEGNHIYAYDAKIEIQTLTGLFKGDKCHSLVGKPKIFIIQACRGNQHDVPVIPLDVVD
Target sequence (P55212 194-293 limits assumed): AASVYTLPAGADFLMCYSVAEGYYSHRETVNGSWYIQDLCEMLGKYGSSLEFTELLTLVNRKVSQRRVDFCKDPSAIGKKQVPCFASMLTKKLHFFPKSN
Statin myotox sup = suppressors of statin myotoxicity in C2C12 myotubes, primary screen, cell-based, single point, plate reader; C2C12 myotubes + simvastatin, ATP luminescence, 48 h; scaled: DMSO 0, geranylgeraniol control 100; rescue of ATP level, % at 7.49 µM; hit rate 0.78% among 330,000; AID 602340, 2012;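 active = mean ATP rescue above about 67%, or every replicate alone reaching that limit, limit read from the data, passing the limit was not always enough; inconclusive = no clear call, values can overlap the other calls; inactive = mean under the limit and some replicate under it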;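 note: myotubes were challenged with 10 µM simvastatin during compound exposure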
FN deposit inh = inhibitors of fibronectin matrix deposition, primary screen, AH1F cells, Alexa488-fibronectin fluorescence, plate reader | hit rate 0.086% among 350,000 | inhibition, % at 12.6 µM | AH1F fibroblasts, overnight | AID 743247, 2014;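 active = mean inhibition across replicates of 30% or more, regardless of how many single replicates reach that level; inconclusive = mean under 30% yet at least half of replicates reach 30%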;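 note: positive control wells lacked labelled fibronectin entirely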
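Assay system: AH1F fibroblast monolayer, labelled fibronectin deposition. Amount: 10000 cells per well. Also added: labelled fibronectin 24 nM. Compound: single-point pinned compound. Incubation: cell attachment 1 h, compound and FN exposure overnight. Detection: fluorescence after three HBSS washes, excitation 485 nm, emission 525 nm. Read-out: inhibition of fibronectin deposition signal.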
S100A4 MyoIIA = inhibitors of S100A4-myosin IIA peptide binding, primary screen, biochemical, fluorescence polarization, TAMRA-MyoIIA peptide; inhibition, % at 10.7 µM; hit rate 0.14% among 360,000; Protein S100-A4 (Homo sapiens), P26447; AID 652163, 2013;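 active = mean inhibition of at least 70% across replicates, with every replicate also reaching that level; inconclusive = mean inhibition reaches 70% but some replicates fall short; inactive = mean inhibition below 70%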
Target sequence (P26447 whole entry, looked up): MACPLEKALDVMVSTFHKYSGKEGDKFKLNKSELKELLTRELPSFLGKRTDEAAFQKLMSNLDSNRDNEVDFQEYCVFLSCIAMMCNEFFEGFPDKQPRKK
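assay system = human S100A4 monomer with TAMRA-labelled myosin IIA peptide | also added = labelled myosin peptide probe, 5 nM | incubation = 5 min between mix addition and reading | control set = DMSO and TFP controls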
esBAF inh = Bmi1 luciferase reporter increase in mESCs, primary screen, esBAF inhibitor project, mouse ES cells, Bmi1 luciferase knock-in, single point | reporter increase, % at 12.5 µM | hit rate 2% among 350,000 | 24 h; 100% = twice the neutral-well signal; in the data active = activation above about 40%; inconclusive = no clear call, values can overlap the other calls;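 note: 0% = median of the plate's neutral control wells and 100% = double that signal; a rise in the Bmi1 reporter signal indicates esBAF inhibition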
* hit, by the source's call; ? = inconclusive; · = not tested or not shown. Some of the compounds tested; the hit share may differ from the screen's.

1: C[C@@H]1CCCCO[C@@H](CN(C)C(=O)Nc2ccc(C(F)(F)F)cc2)[C@@H](C)CN([C@H](C)CO)C(=O)c2cc(NS(=O)(=O)c3cn(C)cn3)ccc2O1
2: O=C(NC1Cc2ccccc2C1)[C@@H]1N[C@@H]2c3ccc(C4=CCCC4)c(=O)n3C[C@@H]2[C@H]1CO
3: C[C@@H]1CN([C@@H](C)CO)C(=O)c2cc(-c3ccc(F)cc3)cnc2O[C@@H]1CN(C)C(=O)c1ccccn1
4: COc1ccc(Cl)cc1NC(=O)CN(C)C(=O)c1cn(-c2ccccc2)nc1-c1cccnc1
5: CC(C)(C)c1ccc(S(=O)(=O)N2CCC(O)(c3ccc(Cl)cc3)CC2)cc1
6: Cc1cc2ccccn2c1C(=O)c1ccc(N/N=C/c2ccc(C(=O)O)cc2)c([N+](=O)[O-])c1
7: COc1cc(CNc2ncc(-c3ccc(Br)cc3)n2C)cc(OC)c1O
8: CC(=O)C1=CCC(c2ccc(C(C)C)cc2)N(S(=O)(=O)c2ccc(C)cc2)C1 (stereo not drawn)
9: COc1ccc(CNC(=O)/C=C/[C@H]2O[C@@H](n3cnc4c(NC(=O)c5ccccc5)ncnc43)[C@H](O)[C@@H]2O)cc1
10: CCN(CC)c1ccc(/C=N/Nc2nc3ccccc3[nH]2)cc1
assay / compound	1	2	3	4	5	6	7	8	9	10
LGR2 inh	19	5	-7	-5	4	4	6	·	-6	-25
SIRT5 block	-1	-8	0	-4	-2	2	-7	-3	-4	·
CASP6 VEID inh	-2	0	-1	4	0	12	1	2	1	·
Statin myotox sup	·	16	9	·	7	5	1	8	-15	-4
FN deposit inh	-8	·	-1	·	-11	2	1	-13	-6	26
S100A4 MyoIIA	-7	-10	61	-6	1	-8	-6	-2	3	·
esBAF inh	-1	3	0	·	8	-6	-3	23	5	-29

11: CCOc1ccc(NC(=O)CCC(=O)Oc2ccc(C)cc2)cc1
12: O=C(NNC(=O)c1ccc(Br)o1)c1ccc(NC(=O)c2ccccc2)cc1
13: COc1ccc(C=C2CCC3C(=O)CCCC3(C)C2=O)cc1 (stereo not drawn)
14: CC(=O)Nc1nc(C)c(Oc2cccc(C(F)(F)F)c2)c(=O)[nH]1
15: CC(NC(=O)Cn1nc(-c2ccccc2)ccc1=O)c1ccccc1 (stereo not drawn)
16: C[C@H](CO)N1C[C@H](C)[C@@H](CN(C)C(=O)Nc2ccc3c(c2)OCO3)OCCCC[C@H](C)Oc2ccc(NC(=O)Nc3ccc(C(F)(F)F)cc3)cc2C1=O
17: Cc1noc(C)c1S(=O)(=O)N(C)C[C@@H]1Oc2c(cccc2N(C)C)C(=O)N([C@@H](C)CO)C[C@H]1C
18: O=C(NCC[C@H]1CC[C@H](NC(=O)c2cnccn2)[C@H](CO)O1)c1ccc2c(c1)OCO2
19: CC1(C(=O)Nc2cccc3cccnc23)CCN1C(=O)Cc1ccc(Cl)cc1Cl (stereo not drawn)
20: CCN(C(=O)CSc1nc(C)c(C)c(C)n1)C1CCS(=O)(=O)C1 (stereo not drawn)
assay / compound	11	12	13	14	15	16	17	18	19	20
LGR2 inh	-5	4	-39	·	5	13	-13	6	1	-12
SIRT5 block	-1	-2	3	-3	1	2	0	-4	·	-1
CASP6 VEID inh	-2	3	1	-2	1	-1	-2	-3	2	1
Statin myotox sup	11	·	-1	·	-8	·	-9	0	0	-1
FN deposit inh	1	-9	0	2	2	·	-7	-4	-7	-2
S100A4 MyoIIA	?	-2	-4	-5	-3	-6	0	5	-2	-1
esBAF inh	-5	·	34	·	3	5	6	-1	6	-6

21: O=C(CSc1nc(O)cc(=O)[nH]1)N1CCOCC1
22: Cn1cnc2nc[nH]c2c1=O
23: Cc1cccc(NC(=O)c2cc([N+](=O)[O-])ccc2N2CCN(C)CC2)c1
24: COc1cc(/C=N/N(C)C2=NS(=O)(=O)c3ccccc32)cc(OC)c1OC
25: COc1ccc(/C=N/N(C)C2=NS(=O)(=O)c3ccccc32)cc1
26: Cc1cc(Cl)ccc1OCCCC(=O)NNC(=O)c1ccncc1
27: CCOc1ccc(S(=O)(=O)N2CCCC(C(=O)NC3CCCC3)C2)cc1 (stereo not drawn)
28: C[C@@H]1CN([C@@H](C)CO)C(=O)c2cc(NS(=O)(=O)c3ccc(Cl)cc3)ccc2O[C@@H](C)CCCCO[C@@H]1CN(C)C(=O)c1ccccc1
29: O=C(Nc1nc(OCCN2CCCC2=O)cnc1/C=C\c1ccccc1)c1cc2ccccc2s1
30: c1n[nH]c(NCc2ccc3c(c2)OCO3)n1
assay / compound	21	22	23	24	25	26	27	28	29	30
LGR2 inh	15	6	-4	-20	-1	4	18	9	15	·
SIRT5 block	-2	-1	1	-6	-3	0	4	7	·	·
CASP6 VEID inh	5	-2	-1	-1	0	0	2	0	-1	·
Statin myotox sup	8	-5	·	-22	-10	11	1	·	?	6
FN deposit inh	0	·	8	2	-1	2	·	-4	8	5
S100A4 MyoIIA	-8	3	-2	-9	2	-2	-11	-6	-18	·
esBAF inh	-7	-4	·	-3	-5	-13	-7	-5	-8	0

Later entries:
The line under a structure holds: LGR2 inh, SIRT5 block, CASP6 VEID inh, Statin myotox sup, FN deposit inh, S100A4 MyoIIA, esBAF inh
31) CCCCn1c(=NC(=O)c2cccnc2)c(C(=O)OCC)cc2c(=O)n3ccccc3nc21
→ ·, ·, ·, -2, -2, ·, 5
32) CCNC(=S)N1CCN(CC)CC1
→ -8, ·, -3, ·, ·, -6, ·
33) C[C@@H]1CN([C@H](C)CO)C(=O)c2cccc(NC(=O)C3CC3)c2O[C@@H]1CN(C)S(=O)(=O)c1ccc(Cl)cc1
→ 11, -1, 0, -11, ·, -1, 0
34) CC(O)(CS(=O)(=O)Cc1ccccc1)C(=O)Nc1ccc(C(F)(F)F)cc1 (stereo not drawn)
→ ·, ·, ·, -11, 5, ·, -4
35) C[C@@H]1CCCCO[C@@H](CN(C)C(=O)Nc2ccc(F)cc2)[C@@H](C)CN([C@H](C)CO)C(=O)c2cc(NS(=O)(=O)c3ccc(F)cc3)ccc2O1
→ -4, ·, ·, ·, -4, ·, -2
36) Cc1nnc2ccc(N3CCC4(CC3)OCCO4)nn12
→ 20, ·, ·, 6, 4, ·, -6
37) O=C1NC[C@H](CCCCN2CCN(Cc3ccccc3)C(=O)C2=O)N(Cc2ccccc2)C1=O
→ -21, 3, 0, ·, -8, -9, ·
38) CC1CCCC(NC(=O)COC(=O)COc2ccc(C#N)cc2)C1C (stereo not drawn)
→ ·, -4, -2, -3, 1, 0, 5
39) CCOC(=O)C(Cc1ccccc1)NC(=O)CCc1nnc2ccc(N3CCCC3)nn12 (stereo not drawn)
→ 11, 0, -3, -2, -7, 2, -2
40) C=CCn1c(SCC(=O)Nc2cc(C)on2)nc2ccccc21
→ 3, ·, 0, 6, ·, 1, 9
41) O=C(Nc1ccnn1C1CCN(Cc2cc(Cl)ccc2O)CC1)c1cccnc1
→ 8, -7, 7, -5, -6, 0, -8
42) O=C(CSc1nnnn1-c1ccc(F)cc1)Nc1nc2ccccc2s1
→ ·, ·, ·, 6, -1, ·, -6
43) COC(=O)COc1cccc2c(=O)n(CC(=O)NCCc3ccccc3)ccc12
→ -6, -1, -1, 19, -6, 2, -11
44) CCS(=O)(=O)N1CCC(C(=O)Nc2cccc(C(C)=O)c2)CC1
→ ·, ·, ·, -6, 4, ·, 1
45) COc1ccccc1-n1c(SCC(=O)Nc2cccc(C)c2)nc2c(c1=O)SCC2
→ 9, -1, -1, 8, 6, -2, 0
46) Cc1noc(C)c1NC(=O)Nc1cccc2c1O[C@H](CN(C)C(=O)NC(C)C)[C@H](C)CN([C@@H](C)CO)C2=O
→ -27, -1, 21, -5, ·, -12, -2
47) O=C(COc1ccc(Cl)cc1Cl)NN1C(=O)/C(=C\c2ccc(Cl)cc2)SC1=S
→ -25, 6, 0, ·, ·, -5, ·
48) Cn1c(=O)n(CCc2ccccc2)c(=O)c2c1nc1n2CCCN1c1ccccc1
→ -7, -2, -6, -9, ·, -1, 19
49) O=C(C[C@@H]1C/C=C\C[C@H](NC(=O)OCC2c3ccccc3-c3ccccc32)C(=O)O[C@H](c2ccccc2)CNC1=O)NCCO
→ ·, ·, -2, -55, 4, 5, -27
50) C/C=C/c1ccc([C@H]2[C@@H](CO)N[C@@H]2CN(CC(C)C)C(=O)c2ccccn2)cc1
→ 5, ·, ·, -20, -13, ·, -1

Of the compounds above, 4 have two or more sulfur atoms:
The line under a structure holds: LGR2 inh, SIRT5 block, CASP6 VEID inh, Statin myotox sup, FN deposit inh, S100A4 MyoIIA, esBAF inh
20) CCN(C(=O)CSc1nc(C)c(C)c(C)n1)C1CCS(=O)(=O)C1 (stereo not drawn)
→ -12, -1, 1, -1, -2, -1, -6
42) O=C(CSc1nnnn1-c1ccc(F)cc1)Nc1nc2ccccc2s1
→ ·, ·, ·, 6, -1, ·, -6
45) COc1ccccc1-n1c(SCC(=O)Nc2cccc(C)c2)nc2c(c1=O)SCC2
→ 9, -1, -1, 8, 6, -2, 0
47) O=C(COc1ccc(Cl)cc1Cl)NN1C(=O)/C(=C\c2ccc(Cl)cc2)SC1=S
→ -25, 6, 0, ·, ·, -5, ·

The listing picks up, repeating the 3 entries before the break.
The line under a structure holds: LGR2 inh, SIRT5 block, CASP6 VEID inh, Statin myotox sup, FN deposit inh, S100A4 MyoIIA, esBAF inh
48) Cn1c(=O)n(CCc2ccccc2)c(=O)c2c1nc1n2CCCN1c1ccccc1
→ -7, -2, -6, -9, ·, -1, 19
49) O=C(C[C@@H]1C/C=C\C[C@H](NC(=O)OCC2c3ccccc3-c3ccccc32)C(=O)O[C@H](c2ccccc2)CNC1=O)NCCO
→ ·, ·, -2, -55, 4, 5, -27
50) C/C=C/c1ccc([C@H]2[C@@H](CO)N[C@@H]2CN(CC(C)C)C(=O)c2ccccn2)cc1
→ 5, ·, ·, -20, -13, ·, -1
51) CCOC(=O)c1c(C)c(C(=O)Nc2ccc3c(c2)OCCO3)c(C)n1CC
→ 6, ·, ·, 6, 6, ·, -7
52) CC(C)NC(=O)Nc1ccc2c(c1)C(=O)N([C@@H](C)CO)C[C@@H](C)[C@@H](CN(C)C(=O)c1ccccc1)OCCCC[C@@H](C)O2
→ 14, 4, -1, 0, ·, -24, 1
53) C#CC(C)(O)C1CC(CC(=O)O)C1(C)C (stereo not drawn)
→ -8, -4, -5, -2, ·, 10, -3
54) O=C1CCC(c2ccccc2)=NN1
→ -16, 0, 1, ·, ·, -3, ·
55) CC(Oc1ccccc1)C(=O)OCC(=O)NC(=O)NC1CCCCC1 (stereo not drawn)
→ -5, -1, 5, -5, -1, 5, -10
56) Cc1ccccc1NS(=O)(=O)c1cc2c3c(c1)CC(=O)N3CCC2
→ 1, -4, 5, 7, -8, 5, 4
57) O=C(NCc1ccc(C(F)(F)F)cc1)c1ccc2c(c1)S(=O)(=O)c1ccccc1C2=O
→ 3, ·, ·, -4, -3, ·, 7
58) CCN1C(=O)c2ccccc2S(=O)c2ccc(C(=O)NCc3ccc(OC)cc3)cc21 (stereo not drawn)
→ 3, -9, 2, 5, 1, -2, 3
59) C=CCNc1ccc(C(=O)O)cc1
→ 2, ·, ·, 2, ·, ·, -4
60) Cc1noc(C)c1S(=O)(=O)N1CCC(C(=O)NCCC2=CCCCC2)CC1
→ ·, ·, ·, 9, 1, ·, -5

Single values from above:
For SIRT5 block, #58 is entered as -9
For esBAF inh, #52 is entered as 1
